Screening results (PubChem)
yeast bub3 – NCI yeast anticancer drug screen, S. cerevisiae bub3 mutant strain; 78,000 tested, 9.9% active; AID 167; growth inhibition, % at 50 µM;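 also: 0% = growth of vehicle-only cultures of the same strain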
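Mutant yeast screening strain plus compound; vehicle-treated cultures serve as the 0% inhibition reference.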
mec2-1 – NCI yeast anticancer drug screen, S. cerevisiae mec2-1 strain | % growth inhibition at 50 µM | AID 157 | 79,000 tested, 9% active;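 also: 0% = growth of vehicle-only cultures of the same strain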
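mec2-1 yeast strain, carrying an alteration in DNA damage repair or cell cycle control, was exposed to compounds; growth inhibition was measured relative to vehicle-treated controls.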
cln2 rad14 – NCI yeast anticancer drug screen, S. cerevisiae cln2 rad14 strain; growth inhibition, % at 50 µM; 78,000 tested, 8.3% active;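 also: 0% = growth of vehicle-only cultures of the same strain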
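Test compounds were added to cln2 rad14 yeast cultures; inhibition of growth was then determined by comparison with vehicle treatment.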
yeast mlh1 rad18 – NCI yeast anticancer drug screen, S. cerevisiae mlh1 rad18 strain | % growth inhibition at 50 µM | 79,000 tested, 11% active;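 also: 0% = growth of vehicle-only cultures of the same strain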
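Steps: expose repair-defective yeast to compound; measure growth; express inhibition against vehicle-treated controls.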
rad50 – NCI yeast anticancer drug screen, S. cerevisiae rad50 strain. 79,000 tested, 10% active. % growth inhibition at 50 µM;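 also: 0% = growth of vehicle-only cultures of the same strain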
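Vehicle-treated cultures provide the reference for the growth inhibition reported for compound-exposed, repair-deficient yeast.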
yeast sgs1 mgt1 – NCI yeast anticancer drug screen, S. cerevisiae sgs1 mgt1 strain; % growth inhibition at 50 µM; 78,000 tested, 10% active; AID 161;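 also: 0% = growth of vehicle-only cultures of the same strain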
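Read-out: growth inhibition vs vehicle controls. Cells: mutant yeast strain deficient in DNA damage repair.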
Active calls of the source: *. Rule as the data show it: active = growth inhibition above about 70%; inactive = the rest.

SMILES	yeast bub3	mec2-1	cln2 rad14	yeast mlh1 rad18	rad50	yeast sgs1 mgt1
CCN(Cc1ccc(CN(CC)C(=O)c2c(-c3ccccc3)noc2C)cc1)C(=O)c1c(-c2ccccc2)noc1C	0.2	-8.1	17.8	-13.6	13.6	5.1
N=C1C(O)=CC(=O)C(O)=C1C(=O)O	-13.0	3.9	1.9	3.7	-9.1	0.0
O=C(NC(=O)c1ccccc1)Nc1ccccc1	17.2	-3.2	12.3	8.8	9.1	4.0
CC(C)(C)C1CCC2c3c([nH]c4ccccc34)C3C(=O)N(c4ccc(C#N)cc4)C(=O)C3C2C1 (centres undefined)	38.6	50.2	16.9	38.8	53.3	54.9
CC(C)COC(=O)/C=C/c1ccccc1	2.9	16.6	7.3	11.6	19.8	20.6
C[N+]1=C2[B-](C(C)(C)C)=[N+](C(C)(C)C)[B-]2(C(C)(C)C)[N+](C)=C2[B-](C(C)(C)C)=[N+](C(C)(C)C)[B-]21C(C)(C)C (centres undefined)	-4.1	0.0	-8.3	-9.8	2.6	9.3
O=C1NC(=O)C(=Cc2cc3c(cc2Br)OCO3)C(=O)N1	41.9	30.9	7.0	25.9	32.0	40.7
OCCN(CCO)c1ncnc2nc[nH]c12	-30.9	-21.4	-25.1	-8.5	-10.7	-39.0
Cc1cc(C)[n+]([O-])c(C)c1	-19.4	-8.8	-8.6	-2.9	-14.6	-2.8
CN(CCC1CCCCC1)CCC1CCCCC1	96.5*	80.3*	77.6*	93.6*	97.9*	97.2*
OC1(c2ccc(Br)cc2)C2CCCCC2C2CCCCC21 (centres undefined)	98.4*	98.5*	97.7*	98.2*	98.0*	98.3*
NC(=O)NC(c1ccc(O)cc1)c1cc2c(cc1O)OCO2 (centres undefined)	5.8	1.9	-36.8	-0.6	-4.0	-11.8
N#C/C(=C\c1ccc(F)cc1)c1nc2ccccc2c(=O)[nH]1	-21.6	7.3	-4.4	-18.4	4.0	-14.1
CC(=O)C1=CCCCC1	14.7	-2.8	11.7	-7.8	6.1	-3.3
ClC1c2ccccc2Cc2cccnc21 (centres undefined)	-6.6	11.8	-5.1	23.5	75.3*	12.2
CC(C)OCN1COCN=C1NC#N	-10.4	12.2	28.7	33.0	38.2	23.1
O=C1NCCN1	-1.7	-6.0	-6.0	-0.9	-15.3	0.9
O=C(O)c1ccc2c(c1)OCO2	-26.4	-21.9	-46.1	-14.2	-18.2	14.9
CCOc1ccc(C=Nc2ccc(/C=C(\C)C(=O)OCCC(C)C)cc2)cc1	82.2*	98.2*	97.2*	98.0*	97.6*	97.5*
CC(=O)N1CCC23C(=O)CC4C(=CCOC5CC(=O)N(c6ccccc62)C3C54)C1 (centres undefined)	3.5	-23.9	8.9	-4.8	-19.1	-4.5
O=C(Nc1ccc(Cl)cc1Cl)C(=O)C(C(=O)c1ccc2ccccc2c1)C1OC(=O)c2ccccc21 (centres undefined)	-12.6	21.6	15.9	-6.5	13.4	2.7
Cc1cc2c(=O)c(C)n[nH]c2c(C#N)c1C	-4.1	-7.0	12.9	-8.1	5.6	14.1
COc1ccc(N2CCN(CC(O)COc3ccc(Cl)cc3)CC2)cc1 (centres undefined)	13.8	18.9	14.9	28.5	70.8*	75.0*
CC1OC(=O)C2(C(C)C)CC12 (centres undefined)	-7.2	-0.3	-30.2	-0.6	5.6	-15.1
CCCCCC(/C=N/Nc1ccccc1)C(O)(C(F)(F)F)C(F)(F)F (centres undefined)	11.6	6.5	14.0	19.9	0.9	9.0
(next part)
SMILES	yeast bub3	mec2-1	cln2 rad14	yeast mlh1 rad18	rad50	yeast sgs1 mgt1
COc1cc(OC)c2nccc(NCCCN(C)C)c2c1[N+](=O)[O-]	-3.4	-22.4	21.6	4.8	4.8	5.8
O=S(=O)(Cl)c1ccc(I)cc1	-2.2	-21.2	22.4	-20.6	-5.2	-12.3
COc1ccc2c(c1)OC(OC)(c1ccc(OC)c(OC)c1)C(O)(OC)C2=O (centres undefined)	11.8	14.8	19.6	29.0	39.4	27.6
CN(C)[C@@H]1C(=O)C(C(=O)NCNc2nc3n[nH]nc3c(=O)[nH]2)=C(O)[C@@]2(O)C(=O)C3=C(O)c4c(O)cccc4[C@@](C)(O)[C@H]3C[C@@H]12	-10.6	11.2	11.6	-4.9	-5.7	-7.0
COc1ccccc1NC(=O)C1=C(C)NC(C)=C(C(=O)Nc2ccccc2OC)C1c1ccc(C(C)C)cc1	-11.8	3.4	29.6	33.8	18.2	11.8
COc1cc(/C=C(\C#N)c2ccc([N+](=O)[O-])cc2)ccc1O	81.7*	51.2	66.5	64.2	75.4*	74.0*
O=C(O)c1cc([N+](=O)[O-])c(O)c2ccccc12	-16.1	2.8	-22.1	21.8	9.2	6.1
O=[N+]([O-])c1ccc(Cl)c(OCCCCBr)c1	54.9	43.8	-0.7	70.0	18.8	52.1
Cc1cc(C)c(N2C(=O)CC(Sc3ccccc3N)C2=O)c(C)c1 (centres undefined)	51.6	48.5	6.4	34.3	30.1	42.9
CC(CC(N)=O)C(C#N)(C#N)C(N)=O (centres undefined)	20.2	7.8	-11.3	-15.6	11.3	-13.1
COc1cc2cccc(N=Cc3ccccc3Cl)c2cc1OC	8.6	-7.4	27.9	-3.8	-8.7	-11.3
CCCN(CCC)S(=O)(=O)c1ccc(NC(=O)OC2CCCCCC2)cc1	-10.8	-11.3	-6.4	-6.3	18.9	13.8
CC(I)CNc1ccc(C(=O)O)c(O)c1 (centres undefined)	11.6	-4.9	1.0	-11.9	3.7	6.2
CC(=O)NC1C(OC(C)C(=O)NC(C)C(=O)NC(CCC(=O)NCCCCCNc2ccc([N+](=O)[O-])c3[nH]c4ccccc4c(=O)c23)C(N)=O)C(O)C(CO)OC1(C)OCc1ccccc1 (centres undefined)	19.9	13.1	23.9	32.9	13.0	27.2
Cc1ccc(Cl)cc1NC(=O)C(Br)C(Br)C(=O)O (centres undefined)	99.0*	99.4*	90.2*	98.8*	93.2*	99.5*
CCCC(C)NC(=O)c1ccc(OCC)cc1 (centres undefined)	-12.3	-3.0	-44.0	-3.9	-12.6	-5.0
Clc1nc(-c2ccccc2)ns1	-6.8	-9.3	1.4	-10.4	1.9	-12.7
CC1(C)CC(=O)C(C(c2ccc3c(c2)OCO3)N2CCOCC2)C(=O)C1 (centres undefined)	98.8*	99.5*	98.2*	99.1*	99.2*	99.3*
O=C(NC1CCCCC1)Oc1ccc(Cl)cc1Cl	35.6	23.9	-8.4	31.9	4.8	28.2
O=C(CCCl)OCCCl	2.8	11.1	8.8	6.5	12.7	8.8
CC1(C)C2CCC(CCO)C1C2 (centres undefined)	-7.0	-12.4	-19.4	2.4	-8.9	7.6
O=C(CNC(=O)C(CO)NC(=O)OCc1ccccc1)NCC(=O)OCc1ccccc1 (centres undefined)	-3.8	-12.3	-34.9	3.5	-1.4	-15.4
CC(C)NC(=O)C1CC2C=CC1C2 (centres undefined)	-9.8	1.3	3.2	14.8	7.7	1.8
O=[N+]([O-])c1cc(Cl)cc2c1nc(NCCO)c1ccccc12	79.9*	45.2	65.0	89.5*	75.1*	79.7*
CC1CC(C)OC(/C=C/c2ccccc2)O1 (centres undefined)	18.0	21.4	-2.0	22.1	45.3	20.5

Part of the list above in another layout:
Screens in order – yeast bub3 | mec2-1 | cln2 rad14 | yeast mlh1 rad18 | rad50 | yeast sgs1 mgt1
COc1ccccc1NC(=O)C1=C(C)NC(C)=C(C(=O)Nc2ccccc2OC)C1c1ccc(C(C)C)cc1
→ -11.8 | 3.4 | 29.6 | 33.8 | 18.2 | 11.8
COc1cc(/C=C(\C#N)c2ccc([N+](=O)[O-])cc2)ccc1O
→ 81.7* | 51.2 | 66.5 | 64.2 | 75.4* | 74.0*
O=C(O)c1cc([N+](=O)[O-])c(O)c2ccccc12
→ -16.1 | 2.8 | -22.1 | 21.8 | 9.2 | 6.1
O=[N+]([O-])c1ccc(Cl)c(OCCCCBr)c1
→ 54.9 | 43.8 | -0.7 | 70.0 | 18.8 | 52.1

(cont.)
SMILES	yeast bub3	mec2-1	cln2 rad14	yeast mlh1 rad18	rad50	yeast sgs1 mgt1
CC(C(=O)O)N(C)C(=O)c1cnc2ccccc2n1 (centres undefined)	18.6	-1.1	23.0	-2.0	-0.1	-1.5
COC1CC(NC(C)=O)C(OC(=O)c2ccccc2)C(CBr)O1 (centres undefined)	-1.8	1.4	15.2	19.6	17.6	2.5
O=c1c2cccnc2[nH]c2ccc3scnc3c12	-20.1	-11.3	22.2	40.7	-8.8	-3.8
CCN(CC)CCCNc1c(O)cc(C)c2sc3ccccc3c(=O)c12	98.4*	99.2*	98.3*	98.8*	98.7*	99.0*
COc1ccc(CCc2ccc(Cl)cc2)cc1	-17.6	6.3	15.5	-4.5	6.3	-5.9
CNc1ccc(C=C2C=CC=C2)cc1	7.4	1.7	5.2	55.7	41.2	48.7
Cc1ccc2sc3ccc(N)cc3c(=O)c2c1	66.2	31.6	43.7	81.8*	62.6	60.6
COc1ccc(C(=O)OCc2ccccc2CN2CCCCC2C)cc1 (centres undefined)	-1.1	5.5	-19.4	-11.0	2.5	-18.2
Nc1nc(Cl)cc(NCCCNc2cc(Cl)nc(N)n2)n1	3.6	6.5	1.1	4.3	-1.6	13.3
Nc1nc(Sc2ccccn2)ccc1[N+](=O)[O-]	-12.1	-12.8	-27.1	-6.5	0.2	-2.1
NC(=O)NC(CCl)NC(N)=O	-3.5	-5.8	13.1	-12.3	6.6	-2.0
Cc1ccc(S(=O)(=O)N/N=C/C(C)C)cc1	-14.8	-15.6	17.8	24.2	14.2	4.8
COc1ccc2nc3c([N+](=O)[O-])ccc4c3c(c2c1)NCCN4CCN(C)C	-24.6	-48.9	-10.2	-19.4	-44.1	-16.3
COc1ccc(/C=N/OC(=S)NC2CCCCC2)cc1OC	33.1	-9.8	2.8	21.4	6.9	28.4
CCOC(=O)C1CN(C(C)C)C(=O)C1=O (centres undefined)	-0.5	15.0	11.8	41.9	8.0	-3.0
O=C(O)c1sc(-c2ccccc2)c2c1-c1ccccc1C2=O	-30.4	-18.0	-14.4	23.4	-4.2	-18.1
O=C1C(=O)N(c2ccc(Cl)cc2)C(=O)C(=O)C1c1nc2ccccc2s1	-25.8	-23.1	0.3	-21.0	-15.2	-7.8
O=C(N/N=C/c1ccccc1F)c1ccncc1	-7.7	5.0	-24.4	23.9	1.1	-0.9
CCN(CC)C(=O)/C(C)=C(\C)c1ccccc1	2.9	11.8	8.3	-1.4	-12.7	-11.6
CCOC(=O)c1ccc(NC(=O)CC(C)=O)cc1	-1.9	-17.5	-34.6	0.5	3.5	-4.2
COc1ccc(C(=O)Oc2ccccc2C(C)=O)cc1	-5.6	-7.0	-24.6	-12.8	-2.6	0.7
COc1cccc(/C=N/N(C)c2c([N+](=O)[O-])cc(C(F)(F)F)cc2[N+](=O)[O-])c1O	3.7	-17.3	14.1	-5.8	-1.3	-16.6
CCCCCC(C)(O)CCC (centres undefined)	6.9	-6.7	-3.5	-3.5	-5.9	3.6
COC(=O)Cc1cc(C)n(C)c(=O)c1CN1C(=O)c2ccccc2C1=O	-11.2	-10.9	12.4	20.8	10.6	5.4
Ic1ccc2c(c1)Cc1ccccc1-2	34.0	-8.3	-20.1	6.4	5.9	13.2

Another view of some results above:
Structure: Cc1ccc2sc3ccc(N)cc3c(=O)c2c1
  yeast bub3: 66.2
  mec2-1: 31.6
  cln2 rad14: 43.7
  yeast mlh1 rad18: 81.8*
  rad50: 62.6
  yeast sgs1 mgt1: 60.6

Structure: COc1ccc(C(=O)OCc2ccccc2CN2CCCCC2C)cc1 (centres undefined)
  yeast bub3: -1.1
  mec2-1: 5.5
  cln2 rad14: -19.4
  yeast mlh1 rad18: -11.0
  rad50: 2.5
  yeast sgs1 mgt1: -18.2

Structure: Nc1nc(Cl)cc(NCCCNc2cc(Cl)nc(N)n2)n1
  yeast bub3: 3.6
  mec2-1: 6.5
  cln2 rad14: 1.1
  yeast mlh1 rad18: 4.3
  rad50: -1.6
  yeast sgs1 mgt1: 13.3

Structure: Nc1nc(Sc2ccccn2)ccc1[N+](=O)[O-]
  yeast bub3: -12.1
  mec2-1: -12.8
  cln2 rad14: -27.1
  yeast mlh1 rad18: -6.5
  rad50: 0.2
  yeast sgs1 mgt1: -2.1

(continued)
SMILES	yeast bub3	mec2-1	cln2 rad14	yeast mlh1 rad18	rad50	yeast sgs1 mgt1
C/C(N=NC(=S)N1CCCCC1C)=C1\C=CC=CN1O (centres undefined)	20.1	4.2	89.4*	20.6	49.2	54.7
CCCCCCCCCCCC(=O)OCC	9.2	22.4	25.2	8.7	26.8	8.4
CCOC(=O)C1=CC(C)(C(=O)OCC)Nc2c(nc(SC)n(C)c2=O)N1 (centres undefined)	-1.6	-21.2	16.8	14.2	-19.4	-16.3
Cc1cc(N=Nc2c(O)c3ccccc3[nH]c2=O)ccc1N=Nc1ccc(C(=O)O)cc1	-14.1	-9.2	1.1	-8.1	1.6	3.5
COc1cc(Cl)cc(N(O)C(C)=O)c1OCc1ccccc1	-15.3	-42.4	6.1	-35.5	-18.8	-22.6
Cc1ccc(S(=O)(=O)CC(=O)CC(=O)C(N)=O)cc1	-9.3	-6.8	-39.9	4.2	-33.9	-5.5
CCCCC1c2c([nH]c3ccccc23)C2C(=O)N(c3ccc(OC)cc3)C(=O)C2C1CCC (centres undefined)	1.6	-19.5	-27.5	-5.6	9.8	-14.6
